# ASAP1 GAP inh: inhibitors of human ASAP1 ArfGAP activity, primary screen, biochemical, fluorescence polarization | AID 624377, 2012 | 0.19% of 360,000 active | ASAP1-stimulated ARF1 GTP hydrolysis, GDP FP detection | inhibition, % at 16.5 µM; in the data active = inhibition above about 25%;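 also: 0% = vehicle with enzyme and substrate and 100% = no enzyme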
# DDE Tn7 FP inh: inhibitors of Tn7 peptide binding to fibrin DD(E), primary screen, biochemical, fluorescence polarization, human fibrin, Tn7 probe; 0.13% of 370,000 active; inhibition, % at 8.3 µM; AID 720508, 2013; Fibrinogen beta chain (Homo sapiens), P02675; FP displacement of FITC-Tn7 peptide from fibrin DD(E); 0% = median of compound wells per plate;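 active = inhibition above the mean of compounds falling within the control limits plus 3 SD of them, cut at about 14% in these data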;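 also: 0% = plate median of compound wells and 100% = 10 µM Aha-Tn7 peptide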
#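 system = human fibrin DD(E) protein | quantity = DD(E) 2 µM final | medium = Tris/NaCl/CaCl2 buffer, pH 7.8 | also added = labelled Tn7 tracer, 0.1 µM | compound dosing = single point at 8.3 µM | timing = compound with protein 10 min, then 3 h after probe, room temperature | signal = FP measurement | benchmarks = Aha-Tn7 high control | repeats = one replicate per compound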
# ADAM10 inh: human ADAM10 inhibitors, primary screen, biochemical, QFRET, HTS; Disintegrin and metalloproteinase domain-containing protein 10 (Homo sapiens), O14672; recombinant ADAM10, EDANS/DABCYL FRET peptide cleavage, 3 h; inhibition, % at 7 µM; 0.62% of 370,000 active; AID 720582, 2013;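 active = inhibition above a per-campaign cutoff equal to the mean of compounds falling between control-based bounds plus 3 SD, cut at about 20% in these data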;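 also: 0% = DMSO wells while the 100% control is not disclosed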
# SIAE inh: human SIAE inhibitors, primary screen, biochemical, fluorescence polarization, FP-Rh probe, 1536-well HTS. 0.69% of 370,000 active. Sialate O-acetylesterase (Homo sapiens), Q9HAT2. inhibition, % at 9.66 µM. SIAE FP-Rh probe binding. AID 1053197, 2014;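 active = inhibition above a cutoff: mean of compounds within the control limits plus 3 SD of those, cut at about 17% in these data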;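 also: 0% = plate median of compound wells and 100% = probe without SIAE protein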
# Target sequence (Q9HAT2 whole entry, looked up): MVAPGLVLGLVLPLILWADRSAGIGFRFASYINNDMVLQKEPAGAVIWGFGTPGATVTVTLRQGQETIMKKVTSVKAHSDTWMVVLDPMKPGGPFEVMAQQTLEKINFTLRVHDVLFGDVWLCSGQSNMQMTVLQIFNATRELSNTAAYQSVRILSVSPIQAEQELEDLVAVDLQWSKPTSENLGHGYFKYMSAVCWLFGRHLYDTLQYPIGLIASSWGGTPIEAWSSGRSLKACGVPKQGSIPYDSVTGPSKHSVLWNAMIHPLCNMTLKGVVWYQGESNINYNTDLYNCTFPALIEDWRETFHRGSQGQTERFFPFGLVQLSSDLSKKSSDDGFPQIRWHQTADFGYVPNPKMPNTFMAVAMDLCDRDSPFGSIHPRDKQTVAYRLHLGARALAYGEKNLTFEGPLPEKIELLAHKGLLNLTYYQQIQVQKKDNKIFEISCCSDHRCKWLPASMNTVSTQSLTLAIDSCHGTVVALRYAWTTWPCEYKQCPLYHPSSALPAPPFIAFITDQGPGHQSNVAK
# Tn6 DDE FP: inhibitors of Tn6 peptide binding to fibrin DD(E), primary screen, biochemical, fluorescence polarization, human fibrin, Tn6 probe; Fibrinogen beta chain (Homo sapiens), P02675; Fibrin DD(E) TRITC-Tn6 fluorescence polarization displacement; inhibition, % at 8.3 µM; 0.21% of 370,000 active; AID 720509, 2013;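 active = inhibition above a per-campaign cutoff: mean of compounds within control limits plus 3 SD, cut at about 15% in these data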;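 also: 0% = median of all compound wells on the plate and 100% = blocking peptide control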
# PLC-beta3 inh: human PLC-beta3 inhibitors, primary screen, biochemical, fluorescence. Purified PLC-beta3, fluorogenic substrate. 0.18% of 370,000 active. 1-phosphatidylinositol 4,5-bisphosphate phosphodiesterase beta-3 (Homo sapiens), Q01970. inhibition, % at 12.2 µM; in the data active = inhibition above about 11%;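 also: 0% = median of compound wells on plate and 100% = full blocker control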
# ADAM17 inh: ADAM17 inhibitors, primary screen, biochemical, QFRET; Disintegrin and metalloproteinase domain-containing protein 17 (Homo sapiens), P78536; recombinant ADAM17, EDANS/DABCYL FRET peptide cleavage; inhibition, % at 6.95 µM; 0.83% of 370,000 active; AID 720648, 2013;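 active = inhibition above the mean of compounds lying between control limits plus 3 SD, set per campaign, cut at about 8.5% in these data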;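 also: 0% = DMSO-only wells as the low control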
# PLCg1 inh: PLC-gamma1 enzyme inhibitors, primary screen, biochemical, fluorescence, purified enzyme; 1-phosphatidylinositol 4,5-bisphosphate phosphodiesterase gamma-1 (Homo sapiens), P19174; fluorogenic substrate; inhibition, % at 12.2 µM; 0.84% of 370,000 active; AID 720700, 2013; in the data active = inhibition above about 9.5%
# TDP2 inh: human TDP2 enzyme inhibitors, primary screen, biochemical, epi absorbance, recombinant enzyme; Tyrosyl-DNA phosphodiesterase 2 (Homo sapiens), O95551; T5PNP hydrolysis, p-nitrophenol absorbance 415 nm; inhibition, % at 12.8 µM; 0.34% of 370,000 active;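 active = inhibition above the mean of all tested compounds plus 3 SD, set per campaign, cut at about 25% in these data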;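 also: 0% = DMSO with enzyme and 100% = buffer with substrate but no TDP2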
#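 Read-out basis: percent inhibition. System: recombinant human TDP2. Buffer or medium: Mg2+-containing Tris-HCl buffer, pH 7.5. Repeats: single replicate. Timing: reaction 2 h, 37 °C. Benchmarks: high control without enzyme, low control DMSO plus TDP2. Probe or stimulus: 5 mM T5PNP. Doses: 12.8 µM only. Measured by: epi absorbance of p-nitrophenol freed from T5PNP by hydrolysis.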
# ARFGAP1 inhibitor: inhibitors of rat ARFGAP1 GAP activity, primary screen, biochemical, fluorescence polarization, GDP tracer; Arfgap1-stimulated ARF1 GTP hydrolysis, GDP FP detection; inhibition, % at 16.5 µM; 0.26% of 360,000 active;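 active = inhibition above a per-plate limit, mean inhibition of low control wells plus 3 SD, cut at about 25% in these data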;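 also: 0% = DMSO wells with enzyme and 100% = wells lacking Arfgap1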
# Target sequence (Q62848 1-136 limits assumed): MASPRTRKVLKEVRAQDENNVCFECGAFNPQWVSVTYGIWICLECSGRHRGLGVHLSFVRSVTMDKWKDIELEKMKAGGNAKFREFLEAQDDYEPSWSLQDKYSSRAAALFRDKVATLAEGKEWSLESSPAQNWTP
#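 system = rat Arfgap1 catalytic domain, aa 1-136 | technique = FP, GDP Alexa 633 tracer displaced from anti-GDP antibody, 620/688 nm | compound = one concentration, 16.5 µM, DMSO 1.26% | medium = HEPES-based buffer, pH 7.5 | timing = compound-enzyme preincubation 20 min, reaction 120 min, detection 60 min, 25 °C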
# Active calls of the source: *.
[1] CC(C)(C)C(=O)NCCCNc1ccc([N+](=O)[O-])cc1
[2] Cc1nn(C)cc1/C=N/O
[3] O=C(NC(=S)Nc1ccc(Cl)c(C(=O)O)c1)c1cncc(Br)c1
[4] Cc1ccc(-c2c(C#N)c(N)n(-c3ccccc3)c(=O)c2C#N)cc1
[5] CN1CCN(c2ccccc2NC(=O)c2ccc(-c3cccc([N+](=O)[O-])c3)o2)CC1

Compound	1	2	3	4	5
PLCg1 inh	1	5	-2	-3	3
ADAM17 inh	-1	0	-1	2	1
SIAE inh	0	0	-4	1	4
PLC-beta3 inh	-5	1	1	-7	4
TDP2 inh	-34	-7	10	-1	-3
ADAM10 inh	1	3	0	4	2
ASAP1 GAP inh	1	0	9	6	-4
DDE Tn7 FP inh	2	-3	2	-8	-4
ARFGAP1 inhibitor	14	-5	-10	7	-5
Tn6 DDE FP	-6	2	2	3	-2

[6] O=C(Nc1ccccc1-c1nc2ccccc2s1)C1=COCCO1
[7] CCOC(=O)c1c(C)oc2cc(Br)c(OC(C)C(=O)OCC)cc12 (stereo not drawn)
[8] Cc1ccn(CCC(=O)N2CCCC(CCC(=O)NCc3ccc(F)c(F)c3)C2)n1 (stereo not drawn)
[9] NS(=O)(=O)c1ccc(CCNC(=O)CCc2nc3sc4c(c3c(=O)[nH]2)CCCC4)cc1
[10] O=C(NC(=S)Nc1ccc(CN2CCOCC2)cc1)c1ccc(-c2cccc(Cl)c2)o1

Compound	6	7	8	9	10
PLCg1 inh	-185	0	-4	-18	1
ADAM17 inh	-1	-6	-6	-4	-3
SIAE inh	-3	0	4	-10	-28
PLC-beta3 inh	-195	1	1	-26	-5
TDP2 inh	0	1	8	4	11
ADAM10 inh	-2	1	-5	-14	-5
ASAP1 GAP inh	0	-1	-2	17	13
DDE Tn7 FP inh	-3	9	2	1	9
ARFGAP1 inhibitor	-5	-2	2	14	1
Tn6 DDE FP	-2	-1	-6	-7	-2

[11] CCCOC(=O)c1ccc(N2C(=O)c3ccccc3C2=O)cc1
[12] O=C1NC2(CCCC2)C(=O)N1Cc1cc(=O)n2ccsc2n1
[13] Cc1ccc(C(C)C)c(OCC(=O)NN=C2CCCC2)c1
[14] CC(C)c1ccc(/C=c2\sc3n(c2=O)C(N)=C(C#N)C(c2ccc(C(C)C)cc2)C=3C(N)=O)cc1 (stereo not drawn)
[15] Cc1[nH]c2ccccc2c1/C=N/Nc1ccccc1[N+](=O)[O-]

Compound	11	12	13	14	15
PLCg1 inh	3	-18	-6	-2	7
ADAM17 inh	-1	-5	-3	-3	2
SIAE inh	5	1	-2	-1	16
PLC-beta3 inh	-5	-33	-10	-16	2
TDP2 inh	3	8	-7	7	-9
ADAM10 inh	-1	-9	-3	-6	3
ASAP1 GAP inh	8	5	-9	-8	0
DDE Tn7 FP inh	-2	-6	3	2	-1
ARFGAP1 inhibitor	9	6	-7	-8	21
Tn6 DDE FP	-2	-6	5	13	1

# The closing 4 compounds of the section before come first, to join the parts.
[12] O=C1NC2(CCCC2)C(=O)N1Cc1cc(=O)n2ccsc2n1
[13] Cc1ccc(C(C)C)c(OCC(=O)NN=C2CCCC2)c1
[14] CC(C)c1ccc(/C=c2\sc3n(c2=O)C(N)=C(C#N)C(c2ccc(C(C)C)cc2)C=3C(N)=O)cc1 (stereo not drawn)
[15] Cc1[nH]c2ccccc2c1/C=N/Nc1ccccc1[N+](=O)[O-]
[16] CC1(C(=O)N2Cc3ccccc3C2)CCN1C(=O)C1(c2ccccc2)CC1 (stereo not drawn)
[17] O=C(CSc1nccc(=O)[nH]1)Nc1ccc(Oc2ccccc2)cc1
[18] Cc1ccc(C2=NS(=O)(=O)N(C)C(C(=O)NCc3ccco3)=C2)cc1
[19] Cc1ccccc1S(=O)(=O)Nc1cccnc1
[20] COc1ccc2c(c1)CCCC(Br)C2=O (stereo not drawn)

Compound	12	13	14	15	16	17	18	19	20
PLCg1 inh	-18	-6	-2	7	-2	2	-4	0	-2
ADAM17 inh	-5	-3	-3	2	-1	1	-5	-5	-7
SIAE inh	1	-2	-1	16	0	3	8	-1	3
PLC-beta3 inh	-33	-10	-16	2	-5	-4	-5	1	-12
TDP2 inh	8	-7	7	-9	-1	3	4	-6	-9
ADAM10 inh	-9	-3	-6	3	-7	6	-18	-1	-16
ASAP1 GAP inh	5	-9	-8	0	-4	6	3	6	-3
DDE Tn7 FP inh	-6	3	2	-1	-9	2	5	1	0
ARFGAP1 inhibitor	6	-7	-8	21	-2	-1	-9	4	-13
Tn6 DDE FP	-6	5	13	1	2	4	0	4	7

# A few values from the list.
# Under ADAM17 inh, cpd 18 is listed with -5
# Under PLCg1 inh, cpd 19 is listed with 0

# Assay outcomes: PubChem BioAssay, The Scripps Research Institute Molecular Screening Center
